Source: PubChem BioAssay (National Center for Advancing Translational Sciences (NCATS))
GAA glycogen mod: qHTS Assay for Inhibitors and Activators of Human alpha-Glucosidase Cleavage of Glycogen; Lysosomal alpha-glucosidase (Homo sapiens), P10253; recombinant GAA, glycogen substrate, Amplex Red glucose oxidase fluorescence; Potency, µM (titrated, usually from 76.4 µM), inactives show at the top dose activity change, negative = inhibition, most hits filed as inhibitors; hit rate 0.38% among 300,000; AID 2100, 2009; active means well fitted inhibition curve with a large enough effect; inconclusive means small, poorly fitted or top-dose-only effect, or another doubt; inactive means no such curve, though single readings can be large or run the other way;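 further: 0% = full enzyme reaction and -100% = no-enzyme basal signal; the screen sought inhibitors and activators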
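Recombinant human alpha-glucosidase (4 nM final) hydrolysed bovine liver glycogen (30 ug) for 40 min at 37 C in pH 5.0 citrate/phosphate with 0.01% Tween-20. Released glucose detected by glucose oxidase/Amplex Red, Ex 573/Em 610 nm. Compounds up to 77 uM; AC50 from Hill fits.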
Starred values were filed as active, the others as inactive; ? = inconclusive; & = joins results of further samples; [ ] = dose if it differs, or a comment. Potency means the concentration at half of the fitted maximal effect. The list is partial, so the mix of outcomes need not match the whole.

Compound | GAA glycogen mod
CCc1ccccc1N(C)C(=O)c1cn(-c2cccc(OC)c2)c(=O)c2ccccc12 | 13.5%[76.3 µM]
COc1ccc(NC(=O)CSc2nnc(C)c(=O)n2N)cc1 | -0.7%[76.3 µM]
CCCCCNC(=O)Cn1c(=O)c2c(ncn2CC(C)C)n(Cc2ccccc2)c1=O | 8.5%
Cc1ccc(S(=O)(=O)N2CCN(C(=O)CCn3cncn3)CC2)cc1 | -15.4%[76.3 µM]
CCCOc1ccc(C2c3c(-c4ccccc4O)n[nH]c3C(=O)N2Cc2ccncc2)cc1OCC (stereo not drawn) | -0.3%[76.3 µM]
COC(=O)C1=C(C)N(Cc2ccccc2)C(=NCc2cc(OC)c(OC)c(OC)c2)N[C@H]1c1ccc(Br)cc1 | -9.1%[76.3 µM]
Cc1ccc(N2CC(c3nnc(Cc4ccc(Cl)cc4)o3)CC2=O)cc1 (stereo not drawn) | -13.2%[76.3 µM]
O=C(NCCN1CCOCC1)C(=O)c1c[nH]c2ccccc12 | 7.2%
Cc1ccc(CCNC(=O)c2ccc3nc4ccccc4c(=O)n3c2)cc1 | 7.6%
COc1cc(/C=C2\SC(=S)N(NC(=O)c3ccccc3O)C2=O)ccc1O | ?
CCN(CC)CCNC(=O)C1c2ccccc2Oc2ccccc21 | -3.5%
Cc1ccc(S(=O)(=O)N(CC(=O)Nc2ccc(Cl)cc2Cl)c2ccccc2C)cc1 | -13.1%[76.3 µM]
COc1cc(/C=C2\SC(N3CCCCC3)=NC2=O)cc(OC)c1OC | 0.0%
CC1CCN(C(=O)c2ccc(NS(=O)(=O)c3cccs3)cc2)CC1 | 1.0%
Cc1cccc(C)c1OCCCn1c(CCNC(=O)C2CCCCC2)nc2ccccc21 | 3.4%[76.3 µM]
COc1ccc(CCOC(=O)c2ccc(N)c([N+](=O)[O-])c2)cc1 | -12.1%[76.3 µM]
CSc1ccccc1C(=O)N1CCC(CCC(=O)NC2CC2)CC1 | 7.6%[76.3 µM]
CN(CC(=O)Nc1ccc(Cl)cc1)C(=O)CCc1c[nH]c2ccccc12 | 7.9%
COc1cc(C2NC(=O)NC(c3ccccc3)=C2C(C)=O)c(Br)cc1OCC(N)=O (stereo not drawn) | -1.1%[76.3 µM]
CC(NC(=O)c1cc(-c2ccc(Cl)cc2)on1)c1ccccc1 (stereo not drawn) | -0.1%[76.3 µM]
CC(C)(CNC(=O)c1ccc(Br)o1)CNC(=O)c1ccc(Br)o1 | 4.8%[76.3 µM]
Cc1ccccc1NC(=O)c1sc2nc3c(cc2c1N)CN(Cc1ccccc1)CC3 | -9.3%[76.3 µM]
Cc1cccc(Cc2cnc(NC(=O)C3Cc4ccc(C)cc4C(=O)O3)s2)c1 (stereo not drawn) | -0.9%[76.3 µM]
CCOCCn1c(CN2CCN(C(=O)c3ccco3)CC2)nc2c1c(=O)n(C)c(=O)n2C | 1.9%[76.3 µM]
COC(=O)c1sccc1NS(=O)(=O)c1ccc(F)cc1F | -6.8%
COC(=O)c1ccc(CN2CCCC(CNC(=O)Cc3ccc(OC)cc3)C2)cc1 (stereo not drawn) | -10.3%[76.3 µM]
C=C(C)n1c(=O)n(Cc2ccc(C)cc2)c2ccccc21 | -0.4%
Cc1ccc(-c2cc(NC(=O)COc3ccc(Cl)c(C)c3)on2)cc1 | 0.7%[76.3 µM]
O=C(Nc1ccnn1C1CCN(C/C=C/c2ccccc2)CC1)c1ccccc1 | -6.1%[76.3 µM]
CSc1ccccc1OCc1cc(C(=O)N2CCSCC2)no1 | -3.2%[76.3 µM]
CN(C)C=NC(=O)c1[nH]c2ccc(Cl)cc2c1-c1ccccc1 | -4.9%
CC(NC(=O)C1CC1)c1ccc(-c2ccccc2)cc1 (stereo not drawn) | -1.2%[76.3 µM]
Cc1ccccc1CN1CCN(Cc2ccc3cccc(F)c3n2)CC1CCO (stereo not drawn) | -10.3%[76.3 µM]
CN1CCN(c2ccc(NC(=O)COc3cccc4ccccc34)cc2)CC1 | 6.5%[76.3 µM]
Cc1cccc([C@@H]2[C@@H]3C(=O)N(Cc4ccccc4)C(=O)[C@@H]3[C@]3(C)C(=O)N(c4ccc(Br)cc4)C(=O)N23)c1 | -17.8%[76.3 µM]
CN(C(=O)c1ccncc1)C1CCCCC1 | 10.0%[76.3 µM]
COc1ccc(-c2cc3nc(-c4ccccc4)cc(C(F)(F)F)n3n2)cc1 | 14.1%[76.3 µM]
Cc1c(C(=O)N2CCCCC2)c(S(=O)(=O)Nc2cccc(Br)c2)c(C)n1C | 2.6%[76.3 µM]
CCC(CC)c1nnc(NC(=O)CCc2ccc(OC)cc2)s1 | 9.9%[76.3 µM]
CCCN(CCO)C1CCN(CCc2ccccc2)CC1 | 0.2%[76.3 µM]

The final three records of the section above lead into the next.
Compound | GAA glycogen mod
Cc1c(C(=O)N2CCCCC2)c(S(=O)(=O)Nc2cccc(Br)c2)c(C)n1C | 2.6%[76.3 µM]
CCC(CC)c1nnc(NC(=O)CCc2ccc(OC)cc2)s1 | 9.9%[76.3 µM]
CCCN(CCO)C1CCN(CCc2ccccc2)CC1 | 0.2%[76.3 µM]
O=C(COC(=O)CSc1ccc(F)cc1)NCC1CCCCC1 | 5.5%[76.3 µM]
CC(C)(C)C(=O)Oc1cccc(Nc2ncnc3ccccc23)c1 | -1.6%[76.3 µM]
COc1ccc(CCNS(=O)(=O)c2cc3c4c(c2)C(C)C(=O)N4CCC3)cc1OC (stereo not drawn) | -13.9%[76.3 µM]
COC(=O)c1ccc(N2CCCCC2)c(NC(=O)c2ccco2)c1 | -5.4%
CCN(CC)CCn1c2ccccc2c2nc3ccccc3nc21 | ?
COc1ccc(NS(=O)(=O)c2ccc(NC(=S)NCC3CCCO3)cc2)cc1 (stereo not drawn) | -3.0%[76.3 µM]
CCOc1c(CNCCCSc2nc(C)cc(C)n2)cccc1OC | 1.5%[76.3 µM]
CC(=O)c1cccc(NC(=O)c2cc(-c3ccco3)on2)c1 | 1.1%[76.3 µM]
Cc1cccc(N2CCN(C(=O)CN3C(=O)COc4ccc(S(=O)(=O)N5CCCC5)cc43)CC2C)c1 (stereo not drawn) | -12.8%[76.3 µM]
O=C(NC1CCCC1)[C@@H]1CSC2c3ccccc3C(=O)N21 (stereo partly drawn) | -8.7%[76.3 µM]
COc1ccc(S(=O)(=O)N(Cc2cccnc2)Cc2cc3ccccc3[nH]c2=O)cc1 | -8.6%[76.3 µM]
Cc1ccc(C)c(N2CCN(C(=O)Cn3ncn4cccc4c3=O)CC2)c1 | -6.5%[76.3 µM]
Cc1ccccc1CSc1[nH]c(=O)ncc1C | 1.0%[76.3 µM]
O=S(=O)(Nc1ccc(N2CCOCC2)cc1)c1c(F)cc(F)cc1Br | -11.8%
CCC(CC)c1nnc(NC(=O)C2CC(=O)N(C3CCCC3)C2)s1 (stereo not drawn) | 11.9%[76.3 µM]
COc1cccc(C(=O)NC23CC4CC(CC(C4)C2)C3)c1 | -2.2%[76.3 µM]
O=C(c1cc(N2CCOCC2)c(F)cc1[N+](=O)[O-])N1CCOCC1 | 2.2%[76.3 µM]
O=C(NC(=S)NCc1ccco1)c1ccc(Br)cc1 | 1.1%[76.3 µM]
N#C/C(=C\c1ccc[nH]1)C(=O)Nc1ccccc1Cl | -7.9%[76.3 µM]
COc1ccc(OC)c(/C=N/NC(=O)CC(=O)NC2CCCCC2)c1 | -0.4%
O=C(c1ccc(S(=O)(=O)N2CCCC2)cc1)N1CCN(S(=O)(=O)c2cccc(F)c2)CC1 | -2.2%
O=C(Nc1cccc(F)c1)C1CCN(S(=O)(=O)c2cccc3nonc23)CC1 | 1.1%
CCOC(=O)c1c(NC(=O)Cc2ccccc2)sc2c1CCN(C)C2 | -6.1%[76.3 µM]
COc1ccc(OC)c(CCNC(=O)CCc2cn(C)c3ccccc23)c1 | 1.2%
O=[N+]([O-])c1cccc(S(=O)(=O)N2CCCCC2)c1 | -6.8%[76.3 µM]
N#Cc1cccc(CN2CCC(=O)N(CCO)CC2)c1 | -5.2%[76.3 µM]
CCc1c(C)nc2nncn2c1Nc1ccc(C)c(F)c1 | -5.9%[76.3 µM]
CCCCN(C)CC(O)Cn1cc(/C=C/C(=O)c2ccc(OC)c(OC)c2)c2ccccc21 (stereo not drawn) | -6.2%[76.3 µM]
CCCNC(=O)NNC(=O)c1cc(-c2ccc3c(c2)OCO3)nc2ccccc12 | -23.2%[76.3 µM]
Cc1cc(C(=O)N2CCN(Cc3ccccc3)CC2)ccc1[N+](=O)[O-] | 1.2%[76.3 µM]
O=C(Nc1cccc2ccccc12)NC(Cc1ccccc1)C(=O)O (stereo not drawn) | 3.6%
Cc1cccc(-c2nc(S(=O)(=O)c3ccc(Cl)cc3)c(N3CCCCCC3)o2)c1 | -9.4%[76.3 µM]
CC(C)C[C@H](NC(=O)[C@H]1N2C(=O)c3ccccc3C2SC1(C)C)C(=O)N[C@@H](Cc1ccccc1)C(=O)O (stereo partly drawn) | -7.9%[76.3 µM]
CCC1(c2ccc(F)cc2)NC(=O)N(CC(=O)Nc2ccccc2C)C1=O (stereo not drawn) | -17.0%
Cc1ccc(Cl)cc1NC(=O)c1ccc2snnc2c1 | ?
CCc1ccccc1NC(=O)c1cn(C)c(=O)c2ccccc12 | -14.6%[76.3 µM]
O=C(Nc1cccnc1)c1ccc(Cl)c(S(=O)(=O)N2CCCC2)c1 | -4.3%[76.3 µM]
CCOc1ccc(-n2nc(CO)c(C(=O)NCCCc3ccccc3)n2)cc1 | -9.2%[76.3 µM]
COc1ccccc1NC(=S)N1CCCCCC1 | 0.9%[76.3 µM]
Cc1c(S(=O)(=O)N2CC(C)CC(C)C2)c(=O)n(C)c(=O)n1C (stereo not drawn) | 0.4%[76.3 µM]
Cc1ncc([N+](=O)[O-])n1CC(=O)Nc1ccccc1F | 12.7%[76.3 µM]
Cc1ccc(O)c(NC(=O)C2=CC(c3cccs3)=NS(=O)(=O)N2C)c1 | 15.2%&11.9%[76.3 µM]
CCCCN1C[C@H](Cc2ccccc2)[C@@H](CC(=O)NCc2ccc(OC)cc2)C1=O | 9.8%[76.3 µM]
COc1ccccc1CNC(=O)c1c(O)nc2cc(C)ccn2c1=O | 18.4%[76.3 µM]
CCN(CC)S(=O)(=O)c1cccc(C(=O)N2CCCc3ccccc32)c1 | -6.1%[76.3 µM]
Cn1c(CCN2CCCC2)nc2cc(NS(=O)(=O)c3ccccc3)ccc21 | 3.4%[76.3 µM]
CCOc1ccc(NC(=O)CSc2ccc(-c3cccnc3)nn2)cc1 | 1.4%[76.3 µM]
Clc1ccc(-c2nnn3c2nc(NC2CCCCC2)c2ccccc23)cc1 | 13.1%[76.3 µM]
Cc1ccc(S(=O)(=O)/N=C(/Nc2cccc3ccccc23)c2ccc(F)cc2)cc1 | -1.5%[76.3 µM]
CCCCN(C)CCCNC(=O)Cn1ncc2c3ccccc3n(Cc3cccc(Cl)c3)c2c1=O | -8.1%[76.3 µM]

Next section.
Compound | GAA glycogen mod
CCc1nc(N2CCN(C(=S)NCCCOC)CC2)c2c3c(sc2n1)CCCC3 | -2.2%[76.3 µM]
CCOc1ccc(C(=O)Nc2cc(-c3nc4ccccc4s3)ccc2OC)cc1 | -6.4%[76.3 µM]
COCCn1cnc2c1c(=O)n(Cc1ccc(C#N)cc1)c(=O)n2Cc1ccccc1 | 0.2%
Cc1coc2cc3oc(=O)c(CCC(=O)NCCN4CCOCC4)c(C)c3cc12 | -8.8%[76.3 µM]
COC(=O)C1=C(C)N(CCCC(=O)O)C(=O)NC1c1ccc(Br)cc1 (stereo not drawn) | -14.6%[76.3 µM]
Cc1ccc(CNC(=O)C2CCN(S(=O)(=O)c3cccs3)CC2)cc1 | -1.7%
COc1ccc(N(Cc2ccccc2)N=O)cc1 | 15.5%[76.3 µM]
CCOC(=O)C1(C)C=C(Nc2ccc(Br)cc2)C(=O)N1c1ccccc1 (stereo not drawn) | 8.9%[76.3 µM]
Cn1cc(C(c2ccccc2OCC(=O)O)c2cn(C)c3ccccc23)c2ccccc21 | -16.0%[76.3 µM]
CCCCC(NC(=O)Cc1c(C)c2cc3c4c(oc3cc2oc1=O)CCCC4)C(=O)O (stereo not drawn) | -0.8%

Three compounds drawn at random from the list so far:
Compound | GAA glycogen mod
CC(NC(=O)C1CC1)c1ccc(-c2ccccc2)cc1 (stereo not drawn) | -1.2%[76.3 µM]
COc1cc(/C=C2\SC(N3CCCCC3)=NC2=O)cc(OC)c1OC | 0.0%
Cc1ccc(O)c(NC(=O)C2=CC(c3cccs3)=NS(=O)(=O)N2C)c1 | 15.2%&11.9%[76.3 µM]

Carrying on:
Compound | GAA glycogen mod
CC(=O)c1c(C)oc2c(Cl)cc(NS(=O)(=O)c3cc(C)c(C)cc3C)cc12 | -3.6%[76.3 µM]
C=CCn1c(=O)c2c(nc3n2CCCN3CCc2ccccc2)n(C)c1=O | -0.4%[76.3 µM]
Cc1ccc(S(=O)(=O)N2CCC(C(=O)OC(C)C(=O)NCc3ccccc3)CC2)cc1C (stereo not drawn) | -1.0%[76.3 µM]
Cc1ccc(C)c(NC(=O)Cn2cc(C(=O)C3CCCCC3)c3ccccc32)c1 | -2.1%[76.3 µM]
COc1ccc(CCNC(=O)CCCCn2c(=O)c3ccccc3n(Cc3ccccc3Cl)c2=O)cc1OC | -10.4%[76.3 µM]
O=C1NC(c2ccc(Br)cc2)Nc2ccccc21 (stereo not drawn) | -0.4%[76.3 µM]
